Bioassay records from PubChem.
NPY-Y2 antag = antagonists of human neuropeptide Y receptor Y2; NPY-Y2 expressing cells, antagonist mode; hit rate 0.99% among 140,000; inhibition, % at 2.7 µM; AID 793; in the data active = inhibition above about 17%;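 also: 0% = vehicle with agonist challenge and 100% = reference antagonist with challenge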
Target sequence (P49146 whole entry, looked up): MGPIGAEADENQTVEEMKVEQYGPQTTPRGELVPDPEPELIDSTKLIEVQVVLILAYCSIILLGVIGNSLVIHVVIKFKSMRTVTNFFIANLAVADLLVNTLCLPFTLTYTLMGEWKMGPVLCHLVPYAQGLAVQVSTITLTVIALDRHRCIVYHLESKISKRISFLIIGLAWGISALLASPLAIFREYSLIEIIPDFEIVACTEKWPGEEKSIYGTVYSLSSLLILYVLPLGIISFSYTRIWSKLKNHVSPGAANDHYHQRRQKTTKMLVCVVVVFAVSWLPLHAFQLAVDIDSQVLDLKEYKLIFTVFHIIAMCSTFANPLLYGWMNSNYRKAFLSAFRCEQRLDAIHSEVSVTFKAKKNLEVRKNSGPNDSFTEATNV
GALR2 antag = blocks the human galanin receptor 2; hit rate 0.39% among 140,000; O43603; inhibition, % at 4 µM; GALR2-expressing cells, antagonist mode; in the data active = inhibition above about 27%;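 also: cells stimulated with galanin 1-16 at roughly its EC80; 0% = agonist challenge control and 100% = basal control without agonist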
Target sequence (O43603 whole entry, looked up): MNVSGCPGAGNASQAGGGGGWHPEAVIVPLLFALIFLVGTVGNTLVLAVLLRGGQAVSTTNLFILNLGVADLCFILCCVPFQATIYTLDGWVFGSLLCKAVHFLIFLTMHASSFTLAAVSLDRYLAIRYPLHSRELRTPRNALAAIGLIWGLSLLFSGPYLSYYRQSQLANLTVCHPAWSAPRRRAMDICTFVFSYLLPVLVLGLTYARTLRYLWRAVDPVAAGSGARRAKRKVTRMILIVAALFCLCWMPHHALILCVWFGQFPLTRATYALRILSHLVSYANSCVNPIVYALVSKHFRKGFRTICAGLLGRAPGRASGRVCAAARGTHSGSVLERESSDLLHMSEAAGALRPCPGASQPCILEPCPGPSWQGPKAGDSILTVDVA
HCT116 PTEN-null = PTEN-deleted cell growth suppression. HCT116 PTEN-null viability, CellTiter-Glo, 60 h; active compounds read low. viability, % at 10 µM. hit rate 1.2% among 140,000. AID 827;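 active = viability at or below a set limit, 4 SD under the median of all tested compounds, cut at about 3.7% in these data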;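 also: PTEN knockout HCT116 line with beta catenin targeted HCT116 as companion control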
Measles CPE = protection of cells from measles virus. hit rate 1.5% among 140,000. Measles virus-infected cells, CPE protection, absorbance. protection (pct of control), % at 4 µM; in the data active = protection mostly above about 24%, no sharp cut-off; inactive = mostly below about 26%; also: some compounds called inactive have numbers as strong as hits
E-sel TNF inh = TNF alpha driven E-selectin expression inhibition; HUVEC TNFa-induced E-selectin immunofluorescence, high content; inhibition, % at 2 µM; hit rate 0.71% among 120,000; AID 1246;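 active = inhibition above the batch mean plus 3 SD, and confirmed as a hit on visual image review, cut at about 43% in these data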;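 also: 0% = TNF-stimulated DMSO wells and 100% = unstimulated control wells; not every result past the cut was called active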
MRP1 act = activates MRP-1. H69AR cells + doxorubicin, viability rescue, CellTiter-Glo. viability increase, % at 10 µM. hit rate 0.61% among 140,000;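 active = viability gain under doxorubicin at or above a set limit, the compound median plus 3 SD, cut at about 4.7% in these data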;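 also: MRP-1 overexpressing cells given doxorubicin 25 µM after compound pretreatment; 18-22 h compound pretreatment then 72 h with doxorubicin before readout; 0% = doxorubicin-only wells and 100% = vehicle-treated cells without doxorubicin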
bCat KO growth = beta-catenin-lacking colon tumor cell growth suppression; HCT116 beta-catenin knockout viability, CellTiter-Glo, 60 h; active compounds read low; viability, % at 10 µM; hit rate 1.5% among 140,000;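 active = viability at or under a set limit, the compound median less 4 SD, cut at about 6% in these data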;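 also: 0% = Hyamine 1622 control at 20 µM and 100% = untreated cell control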
BB579 growth dn = reduces growth of yeast BB579 in restrictive medium; hit rate 0.51% among 140,000; S. cerevisiae BB579 growth, OD615, 48 h; AID 804; inhibition, % at 10 µM;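 active = inhibition above a set limit, 3 SD over the mean compound inhibition, cut at about 44% in these data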; also: inactives centre near -24
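Detection: OD615 turbidity measurement; Material: Saccharomyces cerevisiae DeaD strain BB579, replicative lifespan model yeast; Timing: 48 h exposure, 30 °C; Doses: single 10 µM dose; Medium: CSMM-D restrictive synthetic medium containing dextrose (glucose); Controls: amphotericin B at 10 µg/mL as positive control.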
Yeast life ext = extends the lifespan of yeast; S. cerevisiae growth with nicotinamide, OD615; deaD strain in restrictive glucose medium; inhibition of the nicotinamide effect, % at 10 µM; hit rate 0.68% among 130,000; AID 775;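 active = inhibition above a set limit, placed 3 SD over the median of all compounds, cut at about 26% in these data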;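 also: 0% = nicotinamide-treated wells and 100% = cells grown without nicotinamide; some compounds called inactive have numbers as strong as hits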
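Assay system: engineered S. cerevisiae DeaD replicative-lifespan strain, galactose-grown log-phase cells; medium: restrictive CSMM-D dextrose medium; also added: nicotinamide, 1.5 mM, co-present with compound; schedule: 48 h compound exposure at 30 °C, humidified; detection: absorbance at 615 nm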
Phagocytosis inh = macrophage phagocytosis inhibition; inhibition, % at 5 µM; hit rate 0.07% among 110,000; J774A.1 macrophage IgG-bead phagocytosis, imaging;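 active = inhibition above the mean of the plate negative controls plus 5 SD, cut at about 13% in these data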;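 also: phagocytic index as fraction of beads internalized from green versus red external bead signal; plate controls were DMSO negative control for no effect and cytochalasin-D positive control for full effect; some results beyond the cut were filed as inactive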
An asterisk follows results filed as active; . = no result given.

entry	structure	Phagocytosis inh	BB579 growth dn	NPY-Y2 antag	Yeast life ext	bCat KO growth	Measles CPE	GALR2 antag	E-sel TNF inh	HCT116 PTEN-null	MRP1 act
1	CCNC(=S)N/N=C/c1ccc(-c2ccccc2)o1	1.4	10.1	2.5	-5.2	86.9	1.8	-3.6	.	70.9	0.5
2	O=C(N1CCN(c2cccc(Cl)c2)CC1)C1(S(=O)(=O)c2ccc(Cl)cc2)CC1	-2.4	-46.9	7.2	-3.9	79.5	4.0	2.7	13.7	75.0	-1.3
3	COc1ccc(-c2ccc(-c3noc(-c4ccccc4OC)n3)c(OC)n2)cc1	-0.2	-73.4	7.4	-8.2	87.6	9.2	-0.4	5.7	100.1	0.9
4	COC(=O)c1ccc(COC(=O)CNC(=O)c2ccco2)cc1	0.6	-42.8	2.5	-15.9	99.4	3.4	-16.5	8.0	107.9	-0.6
5	COCC(C)NCc1cccc(OC)c1OC (centres undefined)	.	-19.8	-1.8	-1.0	103.0	6.4	4.5	0.2	96.9	0.3
6	Cn1c(=O)oc2cc(S(=O)(=O)NCCC(=O)N3CCc4ccccc4C3)ccc21	-1.2	2.4	-1.0	-7.8	88.9	1.9	6.7	-44.0	90.0	-0.5
7	Cc1ccc(C(=O)Nc2ccc(C)c(S(=O)(=O)N(C)C)c2)s1	-8.4	-21.4	0.8	1.8	96.4	11.8	11.1	.	92.7	-0.2
8	O=C(c1ccc(Oc2ccc(C(F)(F)F)cn2)cc1)N1CCN(c2ccccc2)CC1	.	-27.3	5.6	-4.5	77.1	2.8	-6.3	5.3	80.7	-2.1
9	Cc1ccc2nc3c(cc2c1)c(NC(=O)c1ccccn1)nn3CC(C)C	-0.2	-27.8	2.6	-8.2	76.2	3.1	-11.1	6.3	74.1	-0.4
10	O=C(CN(c1ccc(F)cc1)S(=O)(=O)c1ccc2c(c1)OCCO2)NCc1ccccc1	-0.9	-32.0	2.4	-9.8	95.3	13.8	-7.0	-24.1	86.3	0.3
11	CC(NC(=O)/C(C#N)=C/c1ccc(Cl)c([N+](=O)[O-])c1)c1ccccc1 (centres undefined)	.	46.3*	0.3	5.4	1.6*	-0.6	12.9	24.1	1.2*	-6.6
12	O=C(Nc1ccsc1C(=O)NC1CC1)c1ccccc1	0.4	-12.6	3.0	-13.0	98.0	32.5	-13.3	26.1	91.8	-0.7
13	O=C1CCCc2c1cc(C(=O)NCc1ccco1)c(=O)n2-c1ccc(Cl)cc1	-0.6	18.9	2.7	-15.9	93.5	15.5	1.0	-11.2	86.8	-0.5
14	Cc1csc(NC(=O)CSc2nnc(-c3ccc(S(=O)(=O)N4CCCC4)cc3)o2)n1	-1.0	-76.4	0.5	-8.8	72.2	14.6	8.9	.	73.3	-1.3
15	CCCCn1c(SCc2cccnc2)nc2c1c(=O)n(C)c(=O)n2C	-0.5	-11.7	2.9	-15.2	92.6	8.0	-13.4	-9.1	83.9	-0.1
16	COc1cccc(C2Nc3cc(Cl)c(S(N)(=O)=O)cc3S(=O)(=O)N2)c1 (centres undefined)	-0.1	-3.4	2.1	-11.4	101.7	17.9	-13.0	-0.9	112.8	0.8
17	COc1ccc(N2CCN(C(=O)c3ccc(C(C)(C)C)cc3)CC2)cc1	-1.9	-28.3	2.0	2.6	102.2	5.4	-4.6	-15.3	89.9	-2.7
18	CCCCOC(=O)C(C)Nc1n[nH]c(=O)[nH]c1=O (centres undefined)	-0.5	-23.4	1.7	-9.1	93.6	6.4	-4.5	11.9	105.8	-0.3
19	Cc1ccc(N=Cc2cc3c(cc2O)OC(N)=C(C#N)C3c2ccccc2)cc1 (centres undefined)	-9.8	-12.3	2.0	-0.3	29.9	1.8	10.7	.	24.3	-2.8
20	Cc1ccc(S(=O)(=O)NCC(=O)N/N=C/c2ccc(Cl)cc2Cl)cc1	-6.4	-16.3	5.9	0.0	104.2	5.3	-22.9	-0.9	91.5	-1.8
21	COc1ccc(CSc2nnnn2-c2ccccc2)cc1	1.8	-32.8	1.8	-6.4	89.8	22.2	-4.0	2.3	99.6	-0.9
22	Cc1ccc(C)c(NC(=O)/C(C#N)=C/c2cn(CC(=O)NCc3ccco3)c3ccccc23)c1	-10.6	-25.7	2.4	-2.4	88.3	1.0	-9.3	.	88.0	-2.8
23	CC(C)(C)c1ccc(-c2nc(C=O)c3ccccn23)cc1	2.3	-44.4	4.1	-6.6	15.8	10.4	-0.5	-55.0	18.9	-1.0
24	CC12CCC(c3c(C(=O)Nc4nccs4)nn(-c4ccccc4)c31)C2(C)C (centres undefined)	1.6	-2.9	2.8	25.4	1.4*	24.7	12.0	.	1.6*	-1.0
25	COc1ccc(/C=C2\N=C3CCCCCN3C2=O)cc1OC	-2.7	35.2	1.8	-11.0	97.4	2.7	7.0	-11.8	105.1	-2.1
26	CCC(=O)Nc1ccc(NC(=O)CSc2nnnn2CC)cc1C	-1.0	11.1	0.1	-9.7	99.0	3.9	10.6	1.2	89.3	-2.0
27	CCC(C)/C(C)=N/NC(=O)c1cn(-c2ccccc2)nc1-c1ccccc1 (centres undefined)	-7.8	0.4	2.0	1.4	92.5	1.1	-8.2	10.9	95.9	-0.9
28	COc1ccc(/C=N/n2c(-c3ccco3)nc3ccccc3c2=O)cc1	.	2.9	2.9	.	87.4	19.9	-12.0	2.6	103.8	-1.4
29	CCCc1nc2c(o1)CC(CC(C)SCC)CC2=O (centres undefined)	-2.6	-34.5	1.8	-4.5	85.0	27.5	6.2	-20.6	88.0	-0.8
30	CC(C)CC(=O)NC(=S)N1CCN(c2ccc([N+](=O)[O-])cc2Cl)CC1	-7.8	-19.7	0.4	-0.5	81.8	3.5	0.9	.	76.3	-3.1
31	CC(C)NC(=O)C1CCN(C(=O)N(C)C)CC1	1.8	0.6	1.1	-1.8	89.9	20.2	15.3	-1.9	113.2	-0.5
32	CCOc1c(C#N)c(C#N)c2nc(C)cc(C)n12	-0.5	-86.4	-2.2	-6.4	97.9	6.5	-5.8	13.5	92.7	-0.2
33	NCCCC[C@@H]1NC(=O)c2cc([N+](=O)[O-])cc(I)c2SC[C@@H](C(N)=O)NC(=O)[C@H](Cc2ccc(O)cc2)NC1=O	.	-41.6	0.4	11.5	96.3	7.8	-9.5	-2.7	101.0	-0.7
34	O/C(=C\Sc1nnc(Cc2ccccc2)o1)c1ccc(F)cc1	-0.4	-32.7	7.8	-10.8	92.5	5.9	4.6	13.7	88.8	-0.2
35	Cc1cccc2cc3c(NC(=O)CC(C)C)nn(C)c3nc12	3.9	-29.5	-0.6	-9.6	80.9	2.9	9.0	.	84.2	-1.7
36	CCOc1cc(C)c(-c2onc(C(F)(F)F)c2-c2csc(C)n2)c(O)c1	-0.6	-48.3	0.7	-11.6	79.3	45.0*	-0.1	2.1	58.0	-3.4
37	COc1ccccc1NC(=O)CSc1nnc(CC(=O)Nc2ccccc2)n1C	-1.8	-63.2	0.9	-11.2	104.0	2.2	7.7	-47.5	97.9	-0.4
38	O=C(C1COc2ccccc2O1)N1CCCC1 (centres undefined)	1.4	3.2	-1.2	-8.7	94.7	8.0	-13.7	-10.0	95.9	-0.8
39	Cc1ccc(-c2csc(NC(=O)/C=C/c3cccs3)n2)cc1C	-10.6	-21.2	7.8	-1.9	41.9	18.3	-0.1	-0.4	53.0	-0.3
40	CCOC(=O)C(NC(=O)c1ccccc1OCC)(Nc1ncccn1)C(F)(F)F (centres undefined)	1.0	-33.6	7.4	-1.8	94.4	6.9	-5.0	16.4	94.2	-0.8

Continued, starting with the last three of the part before.
entry	structure	Phagocytosis inh	BB579 growth dn	NPY-Y2 antag	Yeast life ext	bCat KO growth	Measles CPE	GALR2 antag	E-sel TNF inh	HCT116 PTEN-null	MRP1 act
38	O=C(C1COc2ccccc2O1)N1CCCC1 (centres undefined)	1.4	3.2	-1.2	-8.7	94.7	8.0	-13.7	-10.0	95.9	-0.8
39	Cc1ccc(-c2csc(NC(=O)/C=C/c3cccs3)n2)cc1C	-10.6	-21.2	7.8	-1.9	41.9	18.3	-0.1	-0.4	53.0	-0.3
40	CCOC(=O)C(NC(=O)c1ccccc1OCC)(Nc1ncccn1)C(F)(F)F (centres undefined)	1.0	-33.6	7.4	-1.8	94.4	6.9	-5.0	16.4	94.2	-0.8
41	CCOC(=O)Cn1c(-c2nonc2NC(=O)c2ccccc2F)nc2ccccc21	-0.3	-42.3	-1.0	-14.2	69.7	50.5*	1.9	-4.9	79.3	1.7
42	O=C(Cn1c(N2CCN(c3ccccc3)CC2)nc2ccccc21)c1ccccc1	-0.6	-5.5	17.5*	-2.9	88.3	0.8	2.5	-13.7	95.2	-1.6
43	Cc1cc(C)c(C#N)c(SCc2nc3ccccc3[nH]2)n1	0.0	-27.0	1.9	-10.4	92.4	5.8	23.1	-29.4	.	-1.9
44	C=C(Cl)COc1ccc2c(CCCC)cc(=O)oc2c1	-0.9	-23.9	5.6	-23.9	91.7	1.8	3.5	13.4	90.8	6.2*

An excerpt of these results, in transposed form.
[38] O=C(C1COc2ccccc2O1)N1CCCC1 (centres undefined)
[40] CCOC(=O)C(NC(=O)c1ccccc1OCC)(Nc1ncccn1)C(F)(F)F (centres undefined)
[30] CC(C)CC(=O)NC(=S)N1CCN(c2ccc([N+](=O)[O-])cc2Cl)CC1
[27] CCC(C)/C(C)=N/NC(=O)c1cn(-c2ccccc2)nc1-c1ccccc1 (centres undefined)
[34] O/C(=C\Sc1nnc(Cc2ccccc2)o1)c1ccc(F)cc1
[37] COc1ccccc1NC(=O)CSc1nnc(CC(=O)Nc2ccccc2)n1C
[44] C=C(Cl)COc1ccc2c(CCCC)cc(=O)oc2c1
assay / compound	38	40	30	27	34	37	44
Phagocytosis inh	1.4	1.0	-7.8	-7.8	-0.4	-1.8	-0.9
BB579 growth dn	3.2	-33.6	-19.7	0.4	-32.7	-63.2	-23.9
NPY-Y2 antag	-1.2	7.4	0.4	2.0	7.8	0.9	5.6
Yeast life ext	-8.7	-1.8	-0.5	1.4	-10.8	-11.2	-23.9
bCat KO growth	94.7	94.4	81.8	92.5	92.5	104.0	91.7
Measles CPE	8.0	6.9	3.5	1.1	5.9	2.2	1.8
GALR2 antag	-13.7	-5.0	0.9	-8.2	4.6	7.7	3.5
E-sel TNF inh	-10.0	16.4	.	10.9	13.7	-47.5	13.4
HCT116 PTEN-null	95.9	94.2	76.3	95.9	88.8	97.9	90.8
MRP1 act	-0.8	-0.8	-3.1	-0.9	-0.2	-0.4	6.2*
